# Assay outcomes: PubChem BioAssay, National Center for Advancing Translational Sciences (NCATS)
# Abeta rescue: compounds reversing amyloid beta toxicity in yeast. yeast expressing A-beta42, growth rescue, OD600, 48 h; response scale: 0% DMSO, 100% iron-clioquinol control. Potency, µM (series often up to 46.1 µM), inactives show top-dose growth rescue, hits mostly activators. 410,000 compounds, 0.063% hits. AID 1347071; also: potency is read from the fitted curve at half-maximal effect; nearly all actives have a fitted effect of over 55% in size
#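 Yeast growth medium received pinned compounds, then yeast cells expressing toxic A-beta were added; plates incubated at 30 C for 48 hr. Growth read as absorbance at 600 nm, normalized to DMSO and equimolar FeCl3 plus clioquinol controls.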
# FUS yeast rescue: rescues growth of FUS-expressing yeast | S. cerevisiae FUS-expressing, growth rescue, OD600, 24 h | Potency, µM (doses to about 76.6 µM), inactives show at the highest dose growth rescue (activation), actives largely listed as activators | 390,000 compounds, 0.24% hits;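 also: potency is read from the fitted curve at half-maximal effect; plate controls were DMSO vehicle for no effect and reference control for full effect; nearly all actives have a fitted effect of over 55% in size; some results filed as inactive show a strong effect at the top dose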
#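 Galactose (2%) drives FUS expression in yeast precultured in raffinose; seeding density OD 0.005. Test compounds incubated 24hr at 30C and 99% humidity before absorbance at 600 nm was measured.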
# aSyn yeast inh: alpha-synuclein toxicity inhibition in yeast | Yeast expressing alpha-synuclein, growth rescue, BacTiter-Glo, 24 h | Potency, µM (top dose mostly 46.1 µM), for the others: top-dose growth rescue (activation), most hits filed as activators | 370,000 compounds, 0.14% hits; also: potency is read from the fitted curve at half-maximal effect; % of control where 0% means no effect; nearly all actives have a fitted effect of over 65% in size
#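 Rescue of yeast growth: cells expressing toxic alpha-synuclein, induced in galactose at OD600 0.02, incubated with compound 24 h at 30 C. ATP luminescence quantified growth; inhibitors of toxicity appear as activators.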
# TDP-43 yeast inh: rescues yeast growth from TDP-43 toxicity | TDP-43 expressing yeast growth rescue, BacTiter-Glo, 24 h | Potency, µM (series often up to 46.1 µM), inactives show top-dose growth rescue (activation), usual class: activators | 410,000 compounds, 1.8% hits; also: potency is read from the fitted curve at half-maximal effect; % of control where 0% means no effect; nearly all actives have a fitted effect of over 50% in size
#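 Cell-based yeast growth screen: TDP-43 expression induced in galactose, inoculum OD600=0.02 after raffinose pregrowth to mid-log. Read-out BacTiter-Glo luminescence at 24 hr, 30 deg C; inhibition of toxicity seen as signal increase.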
# GLP-1R inv ag: inverse agonists of human GLP-1 receptor; Potency, µM (series often up to 38.3 µM), for the others: top-dose activity change, negative = inhibition, actives largely listed as inhibitors; AID 624417; 410,000 compounds, 1.6% hits; HEK293 GLP-1R CRE-luciferase, luminescence, 24 h; GLP-1R form is constitutively active; also: potency is read from the fitted curve at half-maximal effect; % is scaled to controls: 0 for no effect and ±100 for the full control effect; nearly all actives have a fitted effect of over 55% in size
# Target sequence (P43220 whole entry, looked up): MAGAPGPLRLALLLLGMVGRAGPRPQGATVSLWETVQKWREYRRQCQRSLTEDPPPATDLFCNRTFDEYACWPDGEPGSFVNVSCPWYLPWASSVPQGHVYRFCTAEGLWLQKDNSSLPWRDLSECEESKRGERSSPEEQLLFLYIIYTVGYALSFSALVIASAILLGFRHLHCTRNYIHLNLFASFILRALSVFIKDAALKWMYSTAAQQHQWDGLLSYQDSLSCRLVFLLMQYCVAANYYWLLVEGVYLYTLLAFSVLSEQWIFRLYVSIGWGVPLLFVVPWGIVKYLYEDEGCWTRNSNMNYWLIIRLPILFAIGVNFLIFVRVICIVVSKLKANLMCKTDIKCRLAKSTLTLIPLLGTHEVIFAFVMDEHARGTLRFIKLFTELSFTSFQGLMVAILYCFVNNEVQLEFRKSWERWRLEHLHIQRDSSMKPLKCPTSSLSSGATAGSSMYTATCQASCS
#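 Cells are plated, allowed 12 hours at 37 deg C, then treated with compounds for 24 hr before luciferase detection reagent is added and luminescence is read after 12 min at room temperature. The HEK293 line carries constitutively active GLP-1R with a cAMP-responsive reporter.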
# GLP1R cytotox: cytotoxicity in counter-screen for GLP-1R inverse agonists; HEK293 cAMP-luciferase reporter cells, luminescence, 24 h; Potency, µM (series often up to 38.3 µM), without a hit: at the highest dose activity change, negative = inhibition, hits mostly inhibitors; 410,000 compounds, 0.13% hits; AID 624418;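 also: loss of luciferase light is scored as toxicity; potency is read from the fitted curve at half-maximal effect; % is scaled to controls: 0 for no effect and ±100 for the full control effect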
#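 Quantitative HTS format, 1536 wells, 200 cells/uL seeded. Compounds: 23 nL, 24 h, 37 °C. Detection: luciferase reagent, luminescence at 12 min RT; decreased signal taken as cytotoxic.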
# PTHR1 ag: activates the human parathyroid hormone receptor PTHR1. HEK293 GP2 PTHR1 cells, GloSensor cAMP luminescence, 1 h. Q03431. AID 743266. 410,000 compounds, 0.075% hits. Potency, µM (top dose mostly 115 µM), without a hit: at the highest dose activation, hits mostly activators; also: potency is read from the fitted curve at half-maximal effect; nearly all actives have a fitted effect of over 55% in size; some results filed as inactive show a strong effect at the top dose; inactives centre near -15; many of its hits are not listed in these tables
# Target sequence (Q03431 whole entry, looked up): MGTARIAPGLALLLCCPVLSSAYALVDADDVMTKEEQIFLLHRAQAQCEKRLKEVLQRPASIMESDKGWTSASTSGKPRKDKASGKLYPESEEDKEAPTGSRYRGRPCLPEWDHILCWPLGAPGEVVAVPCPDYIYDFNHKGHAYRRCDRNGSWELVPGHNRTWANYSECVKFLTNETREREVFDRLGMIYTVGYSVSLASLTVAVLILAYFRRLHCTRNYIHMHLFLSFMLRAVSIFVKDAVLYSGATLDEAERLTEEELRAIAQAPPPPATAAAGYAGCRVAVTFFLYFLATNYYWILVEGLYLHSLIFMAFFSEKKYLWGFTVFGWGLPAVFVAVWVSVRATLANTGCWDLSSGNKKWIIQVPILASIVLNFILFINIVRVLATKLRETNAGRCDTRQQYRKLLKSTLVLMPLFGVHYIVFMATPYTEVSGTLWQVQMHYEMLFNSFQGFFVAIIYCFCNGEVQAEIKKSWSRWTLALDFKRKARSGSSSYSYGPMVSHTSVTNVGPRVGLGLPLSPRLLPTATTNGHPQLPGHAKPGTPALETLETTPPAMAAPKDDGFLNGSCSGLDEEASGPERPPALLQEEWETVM
#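 HEK-293-derived GP2 cells expressing PTHR1 and a GloSensor cAMP reporter, 3,000/well, plated overnight, given luciferin plus IBMX (each 0.5 mM as added) for 1 h at 37 °C, then compound for 1 h at 37 °C. Luminescence was read after 15 min at room temperature.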
# MmCpn inh: M. maripaludis TRiC chaperonin inhibition | Potency, µM (highest dose often 76.9 µM), inactives show top-dose activity, negative = inhibition, hits mostly inhibitors | 330,000 compounds, 0.031% hits | AID 504842 | purified Mm-Cpn ATPase, ADP Transcreener TR-FRET; also: potency is read from the fitted curve at half-maximal effect; % is scaled to controls: 0 for no effect and ±100 for the full control effect; nearly all actives have a fitted effect of over 80% in size
#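 Purified archaeal Mm-CPN (25nM final) preincubated 10 min at 37degC with compound, then 10uM ATP for 30 min at 37degC; ADP measured by HTRF Transcreener TR-FRET; buffer 30 mM TRIS pH 7.4, 100mM KCl, 5mM MgCl2, 1mM DTT.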
# pAkt inh: inhibitors of Akt phosphorylation; activity change, % for hits at 50 µM; 360,000 compounds, 0.32% hits; AID 651550; Neuro2A IGF-stimulated pAkt S473 HTRF, 20 min; stronger effect = lower value; in the data active = activity change below about -80%; inconclusive = mostly about -51% to -80%; also: % is scaled to controls: 0 for no effect and ±100 for the full control effect
#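 Single-point screen (50 µM final compound) in Neuro2A cells stimulated 20 min with 6 nM IGF at 37 deg C. After lysis, Ser473-phosphorylated Akt read by HTRF (ex 330 nm, em 615/665 nm) as the 665/615 ratio.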
# * hit, by the source's call; i = inactive; ? = inconclusive; · = not tested or not shown; & = joins results of further samples; [ ] = dose if it differs, or a comment. Unless noted, calls follow the shape of the dose curve; as a rule, active = well fitted curve in the direction sought with a large enough effect; inconclusive = small, poorly fitted or top-dose-only effect, or another doubt; inactive = no such curve, though single readings can be large; an effect the other way counts as inactive or inconclusive.
# Order of values – Abeta rescue | TDP-43 yeast inh | aSyn yeast inh | MmCpn inh | pAkt inh | GLP-1R inv ag | PTHR1 ag | FUS yeast rescue | GLP1R cytotox
- O=C(Nc1ccc2c(c1)OCCO2)C(=O)NC1CC1
  2% | -4% | 3% | 1% | i | -16% | -9% | 1% | -4%
- COc1ccc(CN2CCN(C)CC2)cc1OCc1ccccc1
  0% | -16% | 4% | -3% | i | -19% | i | 26% | -1%
- O=C1c2ccccc2S(=O)(=O)c2cc(C(=O)N3CCC(O)CC3)ccc21
  3% | 11% | 0% | · | i | 21% | -24% | -26% | 5%
- COc1ccc(C2c3ccc(O)cc3Oc3ncn4nc(-c5cccnc5)nc4c32)cc1OC (stereo not given)
  -13% | -11% | -3% | 0% | i | 130%[activator] | -13% | ? | 2%
- Cc1cc(C)n2c(SCc3ccc(Br)cc3)nnc2n1
  4% | ? | -1% | 2% | i | 25% | -64%[inhibitor] | 40% | 2%
- COc1ccc2c(C)cc(=O)[nH]c2c1
  -1% | 0% | -5% | -1% | i | 56%[activator] | i | 14% | -16%
- CCOC(=O)N1CCN(C(=O)CN2C(=O)COc3ccc(C(C)(C)C)cc32)CC1
  30% | 2% | 3% | -10% | i | 4% | -3% | 13% | -24%
- COc1ccc(C(=O)N/C(=C\c2cn(S(=O)(=O)N(C)C)c3ccccc23)C(=O)N2CCCC2)cc1
  9% | 15% | 5% | · | i | 1% | -12% | 37% | -1%
- C[C@H](N)C(=O)NC[C@H]1O[C@@H](n2cnc3c(N)ncnc32)[C@H](O)[C@@H]1O
  -5% | 7% | -2% | 1% | i | 34%[activator] | -23% | -23% | 3%
- Cc1ccccc1NC(=O)CN(c1ccc(F)cc1)S(C)(=O)=O
  2% | -10% | 0% | -2% | i | 0% | -2%[57.5 µM] | 14% | 21%
- O=C(COC(=O)CCNS(=O)(=O)c1ccccc1)NC1CC1
  -5% | 11% | 0% | 1% | i | 14% | i | -20% | 6%
- COc1ccc(OC)c(C2CC(=O)Nc3c2c(=O)[nH]c2nc4ccccc4n32)c1 (stereo not given)
  -17% | 0% | -10% | · | · | 14% | -7% | -7% | 3%
- O=C(N/N=C/c1ccccc1)c1[nH]c2ccc(Br)cc2c1-c1ccccc1
  -3% | -9% | -8% | -2% | i | -2% | i | · | -8%
- COC1=CC2(O)CCCC2=CC1=O (stereo not given)
  3% | ? | 2% | 3% | i | 4% | -21% | -29% | 3%
- Cc1cccc(NC(=S)NC2CC3CCCC(C2)N3CC(C)C)c1C (stereo not given)
  -2% | 18% | -1% | 1% | i | 4% | i | 16% | 6%
- COc1cc(CN(C(=S)NCC(=O)N2CCCC2)C2CCCC2)cc(OC)c1OC
  -8% | 12% | 0% | 0% | i | -16% | i | 34% | 9%
- Cc1ccc(S(=O)(=O)NCCc2nnc3ccc(N4CCOCC4)nn23)cc1
  -3% | -3% | -4% | · | i | 6% | 13% | -39% | 1%
- COCCn1nnnc1C(c1ccc(C)cc1)N1CCN(Cc2ccc3c(c2)OCO3)CC1 (stereo not given)
  13% | 0% | 4% | 1% | i | -11% | -4% | 3% | -21%
- CC1(C(=O)NCCN2CCOCC2)C=CC2(CCCCC2)N1C(=O)c1ccccc1 (stereo not given)
  -1% | -6% | -3% | 0% | i | 3% | i | -10% | ?
- Oc1nc(-c2ccc(Br)cc2)n2ccncc12
  13% | -6%[0.397 µM] | -6% | 0% | i | 13% | i | 2% | -3%
- Cc1cccc(C(=O)OCC(=O)N2CCCCCC2)c1O
  ? | 5% | 9% | 2% | i | ? | -47%[inhibitor] | -11% | 2%
- CC(C)c1ccc(NC2CCCN(C(=O)c3cccc4nccnc34)C2)cc1 (stereo not given)
  3% | -9% | -1% | 1% | i | -15% | -10% | 37% | 1%
- CCOCC(=O)Nc1cc(S(=O)(=O)N2CCOCC2)ccc1N1CCCCC1
  -7% | 14% | 5% | -8% | i | 11% | i | 29% | -3%
- COc1ccc(C=CC(=O)c2ccc(OC)c(OC)c2)cc1O
  0% | ? | ? | · | i | 3% | i | 9% | -4%
- CCOC(=O)C1CCCN(C(=O)c2ccc(Cl)cc2)C1 (stereo not given)
  -6% | · | 4% | -1% | i | -5% | i | -6% | -7%
- COc1ccc(OC)c(C(=O)NC(CC(N)=O)c2ccc(N3CCC(N4CCCCC4)CC3)c([N+](=O)[O-])c2)c1 (stereo not given)
  10% | -1% | -5% | -5% | i | 2% | -4% | 2% | 6%
- Cc1ccc(-n2ncc3c(=O)n(CC(=O)N4CCCCCC4)cnc32)cc1
  -12% | -2% | 8% | 1% | · | 4% | -9%[57.5 µM] | -24% | -2%
- Cc1ccc(S(=O)(=O)NN(Cc2ccccc2)Cc2ccccc2)cc1
  4% | -5% | -1% | · | i | -13% | i | -17% | -6%
- CCc1c(C)sc2c1CCN(C(=O)Nc1ccccc1C(=O)OC)C2c1ccc(F)cc1 (stereo not given)
  -15% | -17% | · | · | · | 3% | i | -20% | -15%
- OCCNc1ncnc2c1ncn2[C@H]1CN(Cc2ccc(Cl)cc2)C[C@@H](CO)O1
  -10% | -10% | 0% | · | i | 28% | 4% | -13% | 0%
- O=[N+]([O-])c1ccc(SCc2ccco2)cc1N1CCOCC1
  -30%[inhibitor] | 10% | 3% | -1% | i | -70% | -59% | 7% | 10%
- COc1ccc2c(C)cc(SCC(=O)NC3CCCCC3)nc2c1
  14% | 0% | 4% | -5% | i | 1% | -47% | 14% | 2%
- COCCNc1nc(N)c([N+](=O)[O-])c(N2CCCCCC2)n1
  6% | -6% | 3% | 1% | i | 37%[activator] | 4% | 2% | -6%
- CNC(=O)/C(C#N)=C/c1c(N2CCN(c3ccc(OC)cc3)CC2)nc2c(C)cccn2c1=O
  -2% | 8% | 2% | 1% | i | 37%[activator] | -3% | 5% | -5%
- CC(C)c1ccc(C(=O)N2CCOCC2c2cc(C(=O)Nc3ccccc3)no2)cc1 (stereo not given)
  7% | ? | 1% | · | i | -2% | i | ? | -18%
- Oc1cccc(Nc2nc(-c3ccccc3Cl)nc3ccccc23)c1
  9% | -7% | 1% | -1% | i | ? | -3% | 5% | -17%
- Cc1ccc(NC(=O)CN(C)C(=O)c2cc(C)on2)cc1
  5% | 0% | 2% | -1% | i | 1% | -21% | · | -4%
- c1ccn2cc(CSc3nnc4ccccn34)nc2c1
  ? | 5% | -1% | -2% | i | -24% | -27%[57.5 µM] | -21% | 13%
- CCCC(C)C(=O)Nc1ccc(Cl)cc1Cl (stereo not given)
  27% | 6% | -11% | -2% | i | 4% | i | -11% | -10%
- Cc1ccc(NC(=O)Cn2cc(C=O)c3ccccc32)cc1C
  -16% | -7% | -6% | -4% | i | -9% | -38% | -18% | -3%
- O=C(Cn1cc2c(n1)CCCC2)NCCCN1CCCC1
  -8% | -2% | -3% | -2% | i | -6% | -11% | -15% | -1%
- CCC(C)C(NC(=O)OCc1ccccc1)C(=O)OCN1C(=O)c2ccccc2C1=O (stereo not given)
  1% | -11% | -4% | 3% | i | -9% | -2%[57.5 µM] | 17% | 10%
- OCC1CCCN(C(=S)Nc2ccc(Nc3ccccc3)cc2)C1 (stereo not given)
  -6% | 0% | -3% | -4% | i | ? | -7% | ? | -19%
- Cc1cccc(OCC(O)CN2CCNCC2)c1 (stereo not given)
  -1% | 2% | 6% | 4% | i | 3% | 13% | 20% | -11%
- CCN(CC)C(=O)c1cnn(-c2ccc(F)cc2)c1-n1cccc1
  -2% | 0% | -2% | · | · | 2% | i | -16% | 0%
- CCCc1nnc(NC(=O)CS(=O)(=O)c2ccc(C)cc2)s1
  2% | -5% | 8% | -1% | i | -27% | i | 5% | -1%
- O=C(CN1C(=O)C2CC=CCC2C1=O)OCc1cc(=O)n2cc(Br)ccc2n1 (stereo not given)
  3% | -20% | -1% | 2% | i | 1% | -47%[inhibitor] | 15% | -1%
- CC(C)n1c(=S)[nH]c2c1c(=O)[nH]c(=O)n2C
  -6% | 14% | -12% | 0% | i | -18% | i | · | 6%
- COc1ccc(/C=N/Nc2nc(N)cc(Cl)n2)cc1OC
  -2% | 6% | -5% | -3% | i | 48%[activator] | -5% | 17% | -10%
- CN(C)S(=O)(=O)c1cccc(C(=O)NC(=S)N(CCC#N)Cc2cccnc2)c1
  1% | 5%[9.22 µM] | -1% | 0% | i | 13% | i | 5% | 0%
- COCCC(=O)N1CCC(Oc2ccc(C(=O)NCCSC)cc2)CC1
  -1% | -1% | 4% | 0% | i | -5% | -1% | 16% | -7%
- CCOC(=O)c1ccc(NC(=O)C(=O)NCCc2ccc(OC)cc2)cc1
  3%&-16% | 3%&29% | -7% | 0% | i | 2%&8% | -20% | -25%&0% | 2%&-3%
- Cc1c(NC(=O)Nc2ccc3c(c2)OCO3)c(=O)n(-c2ccccc2)n1C
  0% | -12% | -9% | -1% | i | 2% | 23%[57.5 µM] | 12% | 1%
- COc1ccc(Cn2c(C(=O)O)c(CNCc3ccc(C)o3)c3ccc(OC)cc32)cc1
  -6% | 19% | · | · | · | 6% | -6% | 45% | ?
- O=C(CN(CC1CCCO1)C(=O)CNS(=O)(=O)c1ccc(F)cc1)NCc1ccc(F)cc1 (stereo not given)
  10% | 15% | 2% | -3% | i | -8% | i | -13% | 7%

# An excerpt; rates above refer to the full screens.
